High-throughput results (PubChem BioAssay)
D1 antag = human D1 dopamine receptor antagonism; P21728; HEK293 TREx D1 cells, calcium flux, dopamine EC80; active compounds read low; activity change, negative = inhibition, % at 10 µM; 360,000 tested, 3.2% active; AID 504652; in the data active = activity change below about -30%; note: % is set by controls: 0 for no effect and ±100 for the full control effect
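Cells carrying a force-coupled, tetracycline-inducible human D1 receptor report calcium flux. Each well gets a 10 s baseline, compound with 180 s monitoring, then an EC80 dopamine stimulus with a second 180 s kinetic read.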
D1 ag = human D1 receptor agonism; P21728; HEK293 T-REx D1 cells, calcium flux, agonist mode; activation, % at 2 µM; 360,000 tested, 1% active; in the data active = activation above about 30%; note: 0% is about no effect
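Agonism was scored from calcium flux recorded over 180 s (1 read/s) after pintool compound addition, following a 10-cycle baseline. Cells were inducible force-coupled HEK293 TREx D1, plated overnight at 30 C and loaded with no-wash calcium dye.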
Vif-A3G inh = Vif-A3G binding inhibition; Potency, µM (top dose mostly 46.1 µM), for inactives: at the top dose activity, negative = active, hits mostly inhibitors; AID 602310; 410,000 tested, 0.076% active; HeLa A3G-eYFP + Vif (tagged APOBEC3G with the HIV-1 protein that degrades it), YFP fluorescence, overnight;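 note: potency is the fitted concentration of half-maximal effect; % is set by controls: 0 for no effect and ±100 for the full control effect; nearly all actives have a fitted effect of over 60% in size; hits raise eYFP signal because A3G escapes Vif-driven loss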
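HeLa cells stably expressing Vif and C-terminally eYFP-tagged A3G, seeded overnight at 37 deg C, then exposed to compound by pintool overnight at 37 deg C. Rise in yellow fluorescence (Ex 488/Em 500-530, Acumen) marks blocked Vif-driven A3G degradation.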
GRP78 ERSR act = ER stress response induction in glioma | U87-MG GRP78 promoter luciferase reporter, 16 h | 420,000 tested, 0.02% active | Potency, µM, inactives show at the top dose activation, actives largely listed as activators | AID 602332; note: potency is the fitted concentration of half-maximal effect; series mostly up to about 76 µM; % of control where 0% means no effect; nearly all actives have a fitted effect of over 35% in size
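Stably transfected U87-MG human glioma cells carrying a GRP78-based luminescent sensor were seeded at 1000 cells/well, pin-dosed with compounds and incubated 16 h. Luciferase reagent was then added, and end-point luminescence was read after 10 min at room temperature.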
Vif-APOBEC3F blk = blocks the Vif interaction with APOBEC3F. HeLa A3F-eYFP + Vif (tagged APOBEC3F with the HIV-1 protein that degrades it), YFP fluorescence increase. Potency, µM (top dose mostly 46.1 µM), without a hit: at the highest dose activity, negative = active. 390,000 tested, 0.2% active. AID 602313; note: potency is the fitted concentration of half-maximal effect; % of control where 0% means no effect; nearly all actives have a fitted effect of over 65% in size
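HeLa cells stably expressing A3F-eYFP plus Vif, plated and incubated overnight at 37 deg C, then exposed to compounds overnight at 37 deg C. Blocked degradation read as raised yellow fluorescence (Ex 488/Em 500-530).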
LDHA inh = inhibitors of human lactate dehydrogenase A. P00338. purified LDHA, NADH/diaphorase-resazurin fluorescence; active compounds read low. activity change, % (values are at about 110 or 230 µM). 480,000 tested, 0.15% active; in the data active = activity change below about -30%; inconclusive = mostly about -25% to -30%;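 note: plate controls were DMSO wells for no effect and wells without enzyme for full effect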
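LDH5 2 nM; NADH 0.06 mM, pyruvate 0.2 mM; 200 mM Tris pH 7.4, EDTA, Tween-20; 5 min RT. Detection: diaphorase 0.133 mg/mL + resazurin 37 µM, fluorescence ex540/em590 at 0 and 20 min; normalized to enzyme-free and DMSO wells.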
RXFP1 agonist = agonists of human relaxin receptor RXFP1. HEK293T-RXFP1 cAMP TR-FRET, 30 min; response scale: percent of porcine relaxin response, buffer zero. 370,000 tested, 0.3% active. Potency, µM (series often up to 57.5 µM), for inactives: top-dose activation, usual class: activators. Q9HBX9. AID 2676; note: potency is the fitted concentration of half-maximal effect; % is set by controls: 0 for no effect and ±100 for the full control effect; nearly all actives have a fitted effect of over 60% in size; many of its hits are not listed in these tables
Target sequence (Q9HBX9 whole entry, looked up): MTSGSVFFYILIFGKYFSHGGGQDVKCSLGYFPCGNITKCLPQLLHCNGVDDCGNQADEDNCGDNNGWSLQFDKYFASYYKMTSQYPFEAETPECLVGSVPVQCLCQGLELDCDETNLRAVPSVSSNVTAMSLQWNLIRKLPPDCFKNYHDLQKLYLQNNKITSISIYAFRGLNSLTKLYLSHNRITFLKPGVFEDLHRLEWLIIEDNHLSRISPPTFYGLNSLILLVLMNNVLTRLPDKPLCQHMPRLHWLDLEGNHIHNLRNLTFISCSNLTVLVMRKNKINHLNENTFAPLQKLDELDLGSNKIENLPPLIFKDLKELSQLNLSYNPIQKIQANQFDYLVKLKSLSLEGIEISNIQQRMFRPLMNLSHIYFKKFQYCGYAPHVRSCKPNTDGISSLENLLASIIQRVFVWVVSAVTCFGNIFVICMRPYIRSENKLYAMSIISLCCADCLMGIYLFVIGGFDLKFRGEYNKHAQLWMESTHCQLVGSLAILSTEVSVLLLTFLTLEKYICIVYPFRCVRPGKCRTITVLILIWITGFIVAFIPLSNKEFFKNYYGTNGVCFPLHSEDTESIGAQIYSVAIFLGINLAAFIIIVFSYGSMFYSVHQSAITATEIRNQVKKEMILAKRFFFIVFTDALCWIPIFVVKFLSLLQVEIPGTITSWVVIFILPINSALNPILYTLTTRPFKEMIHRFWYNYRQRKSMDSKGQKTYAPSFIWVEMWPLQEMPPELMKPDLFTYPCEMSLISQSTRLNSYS
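HEK293T cells stably expressing RXFP1 were pretreated with the PDE4 inhibitor Ro 20174, exposed to compounds for 30 min at 37C, lysed, and cAMP was read by TR-FRET. Data normalized to buffer (basal) and 29 nM porcine relaxin (100%).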
D1 potentiator = enhances dopamine response at the human D1 receptor | AID 504651 | P21728 | potentiation, % at 10 µM | HEK293 TREx D1 cells, calcium flux, dopamine EC20 potentiation | 360,000 tested, 0.036% active; in the data active = potentiation above about 30%; note: 0% is about no effect
D2 PAM = positive allosteric modulators of human D2 dopamine receptor; 340,000 tested, 0.34% active; AID 485347; HEK293 T-REx D2, calcium flux, EC20 dopamine potentiation; P14416; potentiation, % at 10 µM;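 active = potentiation over 3 SD above the plate norm, cut at about 30% in these data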; note: 0% is about no effect
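Potentiation of an EC20 dopamine calcium response measured kinetically over 180 s, after a preceding 180 s compound-only read flagging agonists. Cells: inducible Hek293 Trex D2 line, 4000/well, cultured overnight at 30 C before dye loading.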
An asterisk follows results filed as active; ? = inconclusive; / = not tested or not shown; & = joins results of further samples. Unless noted, calls come from the whole dose curve; as a rule, active = well fitted curve in the direction sought with a large enough effect; inconclusive = small, poorly fitted or top-dose-only effect, or another doubt; inactive = no such curve, though single readings can be large; an effect the other way counts as inactive or inconclusive. The list is partial; count on the stated rates, not on these rows.

SMILES	D1 antag	D1 ag	Vif-A3G inh	GRP78 ERSR act	Vif-APOBEC3F blk	LDHA inh	RXFP1 agonist	D1 potentiator	D2 PAM
COc1cccc(NCc2cc3c(C(C)(C)C)nn(-c4ccccc4)c3[nH]c2=O)c1	6	0	0%	-1%	2%	10	0.2%	-8	9
CSCCC(NS(=O)(=O)c1ccccc1F)C(=O)Nc1cccc(C)n1 (centres undefined)	17	5	0%	-4%	5%	2	2.2%	-8	-1
COc1ccc(OC)c2c(C)cc(N3CCN(C(=O)c4ccc(C)cc4)CC3)nc12	7	0	-4%	-3%	4%	-1	5.2%	12	-20
COC(=O)c1c(NC(=O)/C(C#N)=C/c2ccc(OC)cc2)sc2c1C(C(=O)OC)CC2 (centres undefined)	-5	0	-4%	-5%	-13%	-4	1.6%	0	0
COc1ccc(NS(=O)(=O)c2ccc(N3CCCC3)c(NC(=S)Nc3ccc(SC(F)F)cc3)c2)cc1	-42*	13	-1%	-2%	10%	-8	-0.7%	-4	6
CN(C)C1=NC(=O)/C(=C/c2ccc(-c3ccc(S(N)(=O)=O)cc3)o2)S1	9	2	/	/	/	/	-2.0%	-2	-7
CC(=O)N1CCN(c2ccc(NC(=O)c3ccc(C(C)(C)C)cc3)cc2)CC1	6	1	-4%	-1%	-10%	2	1.3%	4	12
CC12CCC(C(=O)NNc3ccccc3)(C(=O)C1=O)C2(C)C (centres undefined)	3	-1	-15%	-1%	2%	1	1.0%	0	7
CN(C)C(=O)CSc1nnc(C23CC4CC(CC(C4)C2)C3)o1	-15	6	0%	3%	-2%	3	3.1%	1	18
CC(=O)Nc1ccc(-c2nnc(SCc3ccc(C)cc3)n2C)cc1	-26	2	-3%	-1%	0%	-14	0.5%	3	-2
CSc1ncc(C(=O)N2CCN(c3ccc(Cl)cc3)CC2)c(C)n1	8	2	3%	-4%	3%	1	7.8%	-3	1
COc1ccc(S(=O)(=O)N2CCc3ccccc32)cc1C(=O)NCCc1ccccn1	-16	5	1%	2%	-27%	-2	-3.6%	1	-3
CCOc1ccc(S(=O)(=O)N2CCCC(C(=O)NCc3ccco3)C2)cc1 (centres undefined)	12	-2	0%	-4%	-2%	-2	-0.5%	-7	2
CCCCOc1ccccc1C(=O)Nc1onc2c1CCCC2	3	6	1%	-3%	-8%	6	-1.6%	4	5
COc1ccc(CN(C(=S)Nc2ccccc2)C2CC(=O)N(c3ccc(F)cc3)C2=O)cc1 (centres undefined)	4	7	-4%	5%	-1%	0	-2.3%	-4	-4
CCOC(=O)c1nnn2c1nc(N1CCOCC1)c1ccccc12	47	2	-6%	-2%	10%	6	?	-4	0
COc1cc(/C=N/NC(N)=O)ccc1OCC(=O)Nc1cc(C)c(C)cc1Br	29	5	0%	2%	-6%	-1	1.5%	13	0
CCOc1ccc(-c2nnc(-c3ccncc3)o2)cc1	1	4	1%	/	/	0	-6.0%	-5	26
CCOC(=O)c1ccc(NC(=O)CCc2c(C)nc3c(c(C)nn3C)c2C)cc1	-5	1	1%	-3%	1%	-1	3.5%	-1	5
COc1ccc(OC)c(NC(=O)CCN2CCN(C)CC2)c1	5	4	1%	-5%	0%	5	0.0%	0	-3
CN1CCC(=O)N([C@H](CSc2ccc(Br)cc2)c2ccccc2)CC1	-6	10	2%	8%	-1%	-8	0.5%	-2	/
COC(=O)C1=C(C)NC(=S)NC1c1sccc1C (centres undefined)	-6	5	0%	-3%	?	1	1.4%	-1	1
CC(=O)c1ccc(NC(=O)C2CCCN(S(=O)(=O)c3ccc(Br)s3)C2)cc1 (centres undefined)	5	5	1%	-1%	3%	1	0.1%	-1	-4
COc1cccc(OC)c1C(=O)OCC(=O)NCCNC(=O)COC(=O)c1c(OC)cccc1OC	/	/	-2%	-4%	-2%	-4	/	/	/
Nc1c(-c2ccccc2)cnc2c(-c3ccccc3)cnn12	0	1	10%	-6%	2%	-2	6.8%	-5	-1
COc1ccc(-c2nc(S(=O)(=O)c3ccccc3)c(N3CCCCC3)o2)cc1	0	-1	/	/	/	0	2.9%	1	-5
COc1ccc(CCNC(=O)c2cccc(S(=O)(=O)NC(C)c3ccccc3)c2)cc1 (centres undefined)	4	4	1%	-5%	-5%	-3	1.7%	2	-10
CCOC(=O)CCSc1nc(C)c2cc(OC)ccc2n1	-7	6	0%	1%	6%	3	2.8%	-3	2
CCN(CC)CCN(C(=O)c1cccc([N+](=O)[O-])c1)c1nc2ccc(OC)cc2s1	7	3	-6%	-4%	4%	-2	1.2%	-3	-2
Cc1nc2ccccc2n1CC(=O)NCCN1CCCC1	3	1	2%	-3%	-4%	9	-0.5%	2	5
O=C(CC(=O)Nc1cccc(Cl)c1)N/N=C\c1ccccc1	16	1	6%	-1%	-8%	0	1.3%	-9	-11
CCn1c(C)csc1=NC(=O)c1ccccc1O	2	3	3%	8%	3%	-22	4.1%	-5	3
COc1ccc(-c2nc3ccccc3o2)cc1NC(=O)COc1c(C)cc(Cl)cc1Cl	3	6	2%	1%	-3%	-2	18%	-5	8
COc1ccccc1NS(=O)(=O)c1cc(NC(=O)CNC(=O)c2ccccc2)ccc1C	-26	5	-1%	-5%	-7%	-1	0.8%	-5	-3
O=C(CSCc1c(Cl)cccc1Cl)Nc1nccs1	-1	0	-4%	8%	-11%	0	2.8%	-3	5
Cc1cc(=O)[nH]c(SCc2cc(Cl)ccc2OC(F)F)n1	-19	2	-11%	-4%	-5%	-8	2.1%	-3	4
O=c1/c(=C/c2ccco2)sc2nc(-c3ccccc3Br)nn12	13	1	-1%	4%	-5%	2	-0.7%	-4	2
O=C(C(Cc1ccccc1)NS(=O)(=O)c1cccc2cccnc12)N1CCc2ccccc21 (centres undefined)	3	3	-1%	0%	-12%	2	1.5%	-2	2
COc1ccc(-c2noc(CCC(=O)N3CCN(c4ccccc4Br)CC3)n2)cc1	/	/	2%	-2%	0%	-3	/	/	/
COc1ccc(C(=O)NC2CC2)cc1OC1CCN(C(C)CSC)CC1 (centres undefined)	-22	3	0%	-2%	-11%	1	0.4%	-13	-2
CCOc1ccc(C2C=C(c3ccc(F)cc3)Nc3ncnn32)cc1 (centres undefined)	7	7	0%	4%	6%	-5	10%	-3	-2
CCSc1nnc(Cn2c(=O)sc3ccccc32)n1C	3	1	0%	-1%	1%	0	-2.8%	4	5
COc1ccc(CCN(C)C(=O)c2cc(-c3ccc(C)cc3)nc3ccccc23)cc1OC	/	/	-3%	-2%	-21%	3	/	/	/
COCCNC(=O)C1CCN(C(=O)c2cc3sccc3n2Cc2ccc(F)cc2)CC1	-49*	8	-4%	2%	2%	-4	0.5%	-10	0
Cc1cc(C(c2ccc(O)cc2)c2cc(C)c(O)cc2C)c(C)cc1O	-2	26	-12%	19%	5%	1	-0.8%	0	13
COc1cccc(C(=O)Nc2cccc(OCc3cc(=O)n4c5c(sc4n3)CCCC5)c2)c1	-7	5	-1%	1%	9%	-1	5.7%	1	2
CC(C)(C)OC(=O)N1CCC[C@H]1C(=O)Nc1ccc(Br)cc1	-3	0	0%	-5%	12%	-9	-1.7%	-6	-3
COCCCNc1nc(N)c([N+](=O)[O-])c(NCc2ccccc2)n1	57	12	-15%	3%	-1%	-3	6.1%	-4	5
CCc1cccc2c(C(=O)C(F)(F)F)cn(CC(=O)N3CCOCC3)c12	-11	1	-4%	-2%	-6%	-3	2.9%	-2	7
COc1ccc(-n2nc(C(=O)NCC(=O)NCc3ccc(F)cc3)c3ccccc3c2=O)c(OC)c1	4	0	-1%	-2%	5%	1	4.6%	0	/
CN(C)c1nc(N)c([N+](=O)[O-])c(NCC2CCCO2)n1 (centres undefined)	-7	2	2%	1%	2%	-5	3.8%	-7	14
CCOc1ccc(CNC(=O)CCC(=O)N2CCSc3ccccc32)cc1	-14&-3	6&2	0%&-3%	1%&0%	3%&-4%	-5&-5	6.7%&4.7%	-2&-3	7&2
O=C(CN1C(=O)NC2(CCCCCCC2)C1=O)Nc1ccc(Br)cc1Br	-16	1	-5%	-4%	-2%	-1	-0.7%	-4	1
COC(=O)CSc1nc(N)nc(C)c1Cl	30	2	-1%	-3%	2%	-3	0.4%	-1	-3
COc1ccc(-c2c(C)nn3c(C(F)(F)F)cc(-c4ccc(Br)cc4)nc23)cc1	-8	0	/	/	/	-6	-0.5%	1	3
N#Cc1ccc(C(=O)OCC(=O)Nc2ccc(N3CCOCC3)cc2)cc1	8	3	2%	-3%	13%	6&-1	-0.7%	-4	3
Cc1cc2c(C)cc(=O)oc2c2c1NCCC2	-3	3	3%	0%	6%	6	11%	-4	0
Cc1cc(C(F)(F)F)nn1CC(=O)NCc1ccco1	-4	1	-3%	-3%	-2%	1	-0.2%	-1	-7
COc1ccc2c(c1)c(C(=O)CN1CCC(C(N)=O)CC1)c(C)n2C	-19	1	1%	-6%	-3%	5	0.6%	-3	2
COC(=O)c1ccccc1NC(=O)NCc1ccco1	8	0	-8%	-2%	6%	-4	1.6%	-4	2
CCOc1ccc(C(O)C(CN2CCOCC2)c2ccccc2)cc1 (centres undefined)	-10	3	0%	1%	3%	1	0.9%	-9	-1
O=C(CSc1nnnn1-c1ccc(Cl)cc1)Nc1cccnc1Cl	5	14	4%	-2%	-2%	-3	0.1%	-1	1

For convenience, some entries already given:
SMILES	D1 antag	D1 ag	Vif-A3G inh	GRP78 ERSR act	Vif-APOBEC3F blk	LDHA inh	RXFP1 agonist	D1 potentiator	D2 PAM
CCc1cccc2c(C(=O)C(F)(F)F)cn(CC(=O)N3CCOCC3)c12	-11	1	-4%	-2%	-6%	-3	2.9%	-2	7
COc1ccc(-n2nc(C(=O)NCC(=O)NCc3ccc(F)cc3)c3ccccc3c2=O)c(OC)c1	4	0	-1%	-2%	5%	1	4.6%	0	/
